High-throughput results as filed in PubChem BioAssay.
Tau fluor cs: Counterscreen qHTS for Inhibitors of Tau Fibril Formation, Fluorescence Polarization. tau K18 P301L (four-repeat tau fragment) Alexa594 fluorescence, heparin fibrillization. Potency, µM (doses to about 57.7 µM), inactives show at the top dose activity change, negative = decrease. 280,000 compounds, 0.93% hits. AID 1463, 2008; note: % is set by controls: 0 for no effect and ±100 for the full control effect; nearly all actives have a fitted effect of over 55% in size
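Human K18 P301L tau (15 uM unlabeled plus 0.24 uM Alexa 594-labeled, final) in 100 mM sodium acetate pH 7 was mixed with compound and 20 uM heparin and incubated 6 hr at 37 C.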
GAA glycogen mod: qHTS Assay for Inhibitors and Activators of Human alpha-Glucosidase Cleavage of Glycogen. Lysosomal alpha-glucosidase (Homo sapiens), P10253. recombinant GAA, glycogen substrate, Amplex Red glucose oxidase fluorescence. Potency, µM (doses to about 76.4 µM), inactives show top-dose activity change, negative = inhibition, hits mostly inhibitors. 300,000 compounds, 0.38% hits. AID 2100, 2009;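 note: 0% = full enzyme reaction and -100% = no-enzyme basal signal; the screen sought inhibitors and activators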
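Recombinant human alpha-glucosidase (4 nM final) hydrolysed bovine liver glycogen (30 ug) for 40 min at 37 C in pH 5.0 citrate/phosphate with 0.01% Tween-20. Released glucose detected by glucose oxidase/Amplex Red, Ex 573/Em 610 nm. Compounds up to 77 uM; AC50 from Hill fits.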
NPSR antagonist: qHTS Assay for Antagonists of the Neuropeptide S Receptor: cAMP Signal Transduction; Potency, µM (series often up to 38.3 µM), inactives show top-dose activity change, negative = inhibition, actives largely listed as inhibitors; CHO-NPSR cells, cAMP TR-FRET, antagonist mode; 220,000 compounds, 1% hits; Q6W5P4; note: % is set by controls: 0 for no effect and ±100 for the full control effect; nearly all actives have a fitted effect of over 50% in size; many of its hits are not listed in these tables
Target sequence (Q6W5P4 whole entry, looked up): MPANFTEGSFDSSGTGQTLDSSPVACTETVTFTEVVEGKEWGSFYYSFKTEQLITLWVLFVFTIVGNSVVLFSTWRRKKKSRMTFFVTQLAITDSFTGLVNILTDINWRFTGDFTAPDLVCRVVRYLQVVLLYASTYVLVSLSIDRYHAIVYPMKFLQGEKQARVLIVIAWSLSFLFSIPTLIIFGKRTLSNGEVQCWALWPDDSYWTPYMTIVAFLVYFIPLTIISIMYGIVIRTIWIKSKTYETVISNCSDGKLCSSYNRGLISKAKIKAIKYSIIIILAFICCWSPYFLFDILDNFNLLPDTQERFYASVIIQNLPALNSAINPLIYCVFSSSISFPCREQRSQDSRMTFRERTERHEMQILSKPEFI
GAA inh: qHTS Assay for Inhibitors of Human alpha-Glucosidase as a Potential Chaperone Treatment of Pompe Disease; Potency, µM (titrated, usually from 76.9 µM), for inactives: top-dose activity change, negative = inhibition, most hits filed as inhibitors; Lysosomal alpha-glucosidase (Homo sapiens), P10253; 200,000 compounds, 0.005% hits; purified human GAA, 4-MU-alpha-glucoside fluorescence;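 note: plate controls were uninhibited enzyme wells for no effect and no-enzyme background for full effect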
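Read-out is 4-methylumbelliferone fluorescence (Ex 365/Em 440 nm) after NaOH/glycine stop at pH 10. Enzyme 4 nM, substrate 400 uM, pH 5.0 citrate buffer, 20 min room temperature; AC50 from Hill-equation concentration-response.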
GLA spleen mod: qHTS Assay for Inhibitors and Activators of Human alpha-Galactosidase From Spleen Homogenate. Alpha-galactosidase A (Homo sapiens), P06280. human spleen homogenate, 4MU-alpha-Gal fluorescence, 40 min. Potency, µM (doses to about 80 µM), inactives show at the top dose activity change, negative = inhibition, actives largely listed as inhibitors. 240,000 compounds, 0.008% hits. AID 2107, 2009;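 note: 0% = enzyme with vehicle and -100% = no enzyme basal signal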
Target sequence (P06280 32-429 limits assumed): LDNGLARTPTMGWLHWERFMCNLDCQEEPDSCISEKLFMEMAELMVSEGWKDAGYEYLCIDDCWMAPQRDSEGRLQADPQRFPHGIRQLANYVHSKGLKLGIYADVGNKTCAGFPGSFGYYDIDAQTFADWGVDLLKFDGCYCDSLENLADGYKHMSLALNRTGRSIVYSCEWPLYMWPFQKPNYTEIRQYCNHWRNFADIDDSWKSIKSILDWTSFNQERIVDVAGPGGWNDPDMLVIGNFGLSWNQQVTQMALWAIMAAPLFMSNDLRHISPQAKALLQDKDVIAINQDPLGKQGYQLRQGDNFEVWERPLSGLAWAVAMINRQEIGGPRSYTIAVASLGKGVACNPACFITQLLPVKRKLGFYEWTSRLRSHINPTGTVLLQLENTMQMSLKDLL
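Human spleen homogenate (1 ug) as enzyme source, 4-methylumbelliferyl-alpha-D-galactopyranoside 1 mM final, citrate/phosphate pH 5.0 with 0.01% Tween-20. Compounds 40 min at 37C, NaOH/glycine stop; fluorescence Ex 365/Em 440, Hill-fit AC50.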
GAA spleen mod: qHTS Assay for Inhibitors and Activators of Human alpha-Glucosidase From Spleen Homogenate; Lysosomal alpha-glucosidase (Homo sapiens), P10253; AID 2112, 2009; human spleen homogenate, 4-MU-alpha-glucoside fluorescence; 240,000 compounds, 0.006% hits; Potency, µM (doses to about 79.9 µM), inactives show at the top dose activity change, negative = inhibition, most hits filed as inhibitors;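 note: 0% = enzyme with vehicle and -100% = no enzyme basal signal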
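Human spleen homogenate (1 ug) incubated with compounds and 1 mM 4-methylumbelliferyl-alpha-D-glucopyranoside in pH 5.0 citrate/phosphate buffer, 37 C, 40 min. Stopped at pH 10; 4-MU fluorescence (Ex 365/Em 440 nm); AC50 by Hill fit.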
ALDH1A1 block: qHTS Assay for Inhibitors of Aldehyde Dehydrogenase 1 (ALDH1A1). Potency, µM (series often up to 75.3 µM), without a hit: top-dose activity, negative = inhibition, actives largely listed as inhibitors. Purified ALDH1A1, NADH fluorescence, propionaldehyde substrate. Aldehyde dehydrogenase 1A1 (Homo sapiens), P00352. AID 1030, 2008. 220,000 compounds, 7.3% hits; active = well fitted inhibition curve with a large enough effect, not every such curve was filed as active; inconclusive = small, poorly fitted or top-dose-only effect, or another doubt; inactive = no such curve, though single readings can be large or run the other way;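 note: plate controls were no enzyme wells and a reference inhibitor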
Epigenetic reg: Quantitative High-Throughput Screen for Regulators of Epigenetic Control. 280,000 compounds, 0.2% hits. murine LDR cells, GFP reporter derepression, 30 h. Potency, µM (highest dose often 53.9 µM), without a hit: at the top dose GFP activation, actives largely listed as activators; note: % of control where 0% means no effect; nearly all actives have a fitted effect of over 60% in size
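In this reporter-derepression format, murine cells bearing a silenced integrated CMV-GFP locus incubate with test compound (30 h, 37 C), then are washed and imaged; fluorescent objects of 20–120 um count as induced cells.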
* hit, by the source's call; ? = inconclusive; / = not tested or not shown; & = joins results of further samples; [ ] = dose if it differs, or a comment. Unless noted, calls come from the whole dose curve; as a rule, active = well fitted curve in the direction sought with a large enough effect; inconclusive = small, poorly fitted or top-dose-only effect, or another doubt; inactive = no such curve, though single readings can be large; an effect the other way counts as inactive or inconclusive. Potency is the fitted concentration of half-maximal effect. The list is partial; count on the stated rates, not on these rows.

Below each SMILES – Tau fluor cs, GAA glycogen mod, NPSR antagonist, GAA inh, GLA spleen mod, GAA spleen mod, ALDH1A1 block, Epigenetic reg
NC(=O)COC(=O)c1cccc2c1-c1ccccc1C2=O
  -5%, 19%, 5%, 4%, 4%, 6%, -2%, -2.3%
O=C(c1ccc(-n2cnnn2)cc1)N1CCN(C(c2ccccc2)c2ccccc2)CC1
  -12%, -10%, ?, -7%, 4%, -15%, -14%, 11%
CCCCCCC#Cc1cncc(C(=O)NNC(=O)Nc2cc(Cl)cc(Cl)c2)c1
  -30%, 0%, -5%[7.67 µM], /, 0%, 6%, /, -0.3%
COc1cc2c3c(c1)c(N=NC(N)=S)c(O)n3C(C)(C)C=C2C
  ?, 1%, 2%[7.67 µM], /, 2%, -22%, /, 1.1%
COCCCn1c(SCc2cccc(OC)c2)nc2cc(OC)c(OC)cc2c1=N
  ?, -4%, -28%[46.1 µM], -7%, -16%, -14%, ?, 0.9%
O=C(COC(=O)C1CC2C=CC1C2)Nc1ccc2c(c1)OC(F)(F)O2 (stereo unspecified)
  -22%, -2%, 2%[46.1 µM], -5%, -2%, -6%, ?, -0.8%
Cc1ccc(C2=NNC3(CCOC(C)(C)C3)S2)cc1 (stereo unspecified)
  -3%, ?, -8%, -8%, -2%, 1%, ?, 1.1%
Cc1ccc(-c2nc3ncccc3o2)cc1NC(=O)Cc1ccc(Cl)cc1
  -5%, 1%, -1%, 3%, 7%, 2%, 15%, 0.0%
CC(=O)Nc1ccc(OCc2cnc(Cl)s2)cc1
  5%, -8%, 19%, -8%, -21%, -7%, -4%, -4.7%
CCCCCC1C(=O)CCC1CC(=O)O (stereo unspecified)
  2%, /, /, /, -6%, -9%, -3%, -0.2%
COc1ccc(-c2nnc(NC(=O)C(C)C)o2)cc1
  -6%, -15%, -3%[46.1 µM], -2%, -3%, -7%, 20%, -0.4%
O=C(CSc1c(Cl)cccc1Cl)N1CCC(c2nc3ccccc3s2)CC1
  -10%, -5%, -21%[46.1 µM], -11%, 1%, 4%, ?, -1.1%
COc1ccc(NC(=O)C2CCCN2C(=O)OCc2ccccc2)cc1 (stereo unspecified)
  -6%, -3%, 12%, /, -5%, -9%, /, -1.0%
COc1cccc2c1C(=O)c1c(O)c3c(c(O)c1C2=O)C[C@@](O)(C(C)=O)C[C@@H]3O[C@H]1C[C@H](N)[C@H](O)[C@H](C)O1
  -10%&2%&9%, -15%, ?, 10%[15.4 µM], 0%&10%&-10%&-15%, -1%&-2%&-2%&-2%, ?, 2.0%&-1.5%&1.8%
CCOC(=O)C1CCN(Cc2ccc(F)cc2)CC1
  -2%, 5%, 11%[46.1 µM], -5%, -3%, -11%, -8%, -2.0%

(list continues)
Below each SMILES – Tau fluor cs, GAA glycogen mod, NPSR antagonist, GAA inh, GLA spleen mod, GAA spleen mod, ALDH1A1 block, Epigenetic reg
O=C(Cn1ccsc1=NC(=O)C(F)(F)F)c1ccccc1
  -5%, -5%, -7%[46.1 µM], 0%, -2%, -12%, -7%, -2.0%
Cc1nnc(SCC(=O)N2CC(=O)Nc3ccccc32)n1-c1ccccc1
  -1%, 1%, 6%[46.1 µM], -1%, 6%, -6%, -5%, -0.7%
CCC(=O)OCC(=O)Nc1cc(C)c(C)cc1[N+](=O)[O-]
  -9%, 10%, -7%[46.1 µM], 5%, -1%, -4%, -6%, 2.3%
Cc1cc(SCC(=O)Nc2ccc(O)cc2)n2nc(C)c(-c3ccccc3)c2n1
  ?, 3%, 1%, /, -2%, -2%, /, -1.6%
S=c1[nH]nc(-c2ccccn2)n1/N=C/c1c(Cl)cccc1Cl
  -20%, -6%, 45%, -8%, -8%, 1%, 18µM*, -1.3%
COCCNC(=O)C(C#N)c1nc2ccccc2nc1N1CCCCCC1 (stereo unspecified)
  -8%, ?, -21%[46.1 µM], -4%, 6%, -1%, -6%, -1.0%
Cn1c(=O)c2c(nc(N/N=C/c3ccc(OC(=O)c4ccco4)cc3)n2Cc2ccccc2)n(C)c1=O
  11µM*[quencher], ?, 7%, ?, 3%, 2%, ?, -1.8%
CC(C)N1C(=O)S/C(=C/c2ccc3c(c2)n(C)c(=O)n3C)C1=O
  -5%, 2%, 4%[46.1 µM], -14%, 6%, 2%, 8.9µM*, -1.1%
CCOc1ccc(NC(=S)NCCCN2CCN(c3ccc(OC)cc3)CC2)cc1
  -27%, -7%, -24%, -5%, 0%, 3%, -6%, -4.1%
O=C1CC(c2ccccc2)Cc2nc(NC3CC3)ncc21 (stereo unspecified)
  -13%, -4%, -1%, -4%, 0%, -7%, -9%, 0.1%
COC(=O)c1cc(NC2c3ncccc3C(=O)N2Cc2ccccc2)cc(C(=O)OC)c1 (stereo unspecified)
  -14%, 10%, ?, ?, 5%, 2%, -6%, 0.0%
COC(=O)C1(C(=O)OC)C/C=C\Cc2ccccc2[C@@H]1C[N+](=O)[O-]
  -5%&-2%&-1%, /, /, /, 12%&-3%&-1%, 4%&1%&-1%, -4%&-5%&15%, ?
CN1CCN(c2nc3cc(C(F)(F)F)ccc3n3cccc23)CC1
  -17%&-26%&-14%, /, 7%[46.1 µM], /, 1%&2%&9%, -13%&-3%&7%, -10%&12%&-3%, -1.2%&0.0%&-1.2%
CN(C)S(=O)(=O)c1ccc(-c2csc(N/N=C/c3ccc(O)cc3)n2)cc1
  10µM*[quencher], ?, 13µM*, /, 9%, 4%, /, -0.7%
Cc1cc(C)cc(OCC(=O)N/N=C/c2ccncc2)c1
  1%, 15%, 11%, -6%, -8%, -6%, 5%, 0.0%

The list goes on.
Below each SMILES – Tau fluor cs, GAA glycogen mod, NPSR antagonist, GAA inh, GLA spleen mod, GAA spleen mod, ALDH1A1 block, Epigenetic reg
Cc1ccc(Nc2nc(NCCCN3CCOCC3)nc(N)c2[N+](=O)[O-])cc1C
  ?, -2%, 24%, -1%, 1%, -2%, 19%, -1.0%
O=C(NNC(=O)c1ccccc1F)c1cccc(Cl)c1
  -4%, 1%, -4%[46.1 µM], 8%, -2%, -12%, 23%, -0.9%
CCCOc1ccc(N2C(=O)CC(N(CCOC34CC5CC(CC(C5)C3)C4)C(C)=O)C2=O)cc1 (stereo unspecified)
  0%, 4%, -39%, -15%, 0%, /, ?, 2.2%
COc1ccccc1CN1C2CCCC1CC(NC(=O)/C=C/c1ccccc1)C2 (stereo unspecified)
  4%[2.34 µM], 0%, -8%, 9%, 3%, 1%, -11%, -0.1%
CSS(=O)(=O)c1cccc2cccnc12
  -12%, ?, -19%, /, 1%, 0%, /, 0.1%
Cc1cccn2cc(-c3ccc(F)cc3)nc12
  -5%, 6%, ?, 8%, -8%, -4%, ?, ?
COC(=O)CCCC(=O)Nc1ccc(Cl)c(Cl)c1
  -5%, 4%, 5%[46.1 µM], 4%, 0%, -4%, 1%, -0.8%
COc1ccccc1NS(=O)(=O)c1cc([N+](=O)[O-])ccc1N/N=C/c1c(C)[nH]c2ccccc12
  6.3µM*[quencher], -11%, -25%[46.1 µM], -7%, -20%, -2%, -3%, ?
CCOC(=O)c1nnn(-c2nonc2N)c1CN(CC)CC
  5%, -5%, -2%[46.1 µM], -2%, -2%, -4%, -5%, 3.8%
Cc1cc(-c2nc(C)c(-c3nnc(SCC(=O)Nc4ccccc4)n3C)s2)no1
  -10%, 3%, 6%, 4%[15.4 µM], -1%, -2%, ?, 0.5%
Cc1ccc(/C=C/c2ccc(=O)n(Cc3ccc(F)cc3)n2)cc1
  -14%, -15%, -8%, 0%, 4%, 0%, ?, -1.5%
CC(C)CNC(=O)C(=O)NCc1ccccn1
  -3%, 1%, 43%, 4%, -6%, -4%, -20%, 2.0%
CCN(CC)C(=O)N1CCN(S(=O)(=O)c2ccccc2)CC1
  14%, 13%, 7%, 8%, -3%, -9%, -7%, 3.3%
O=C1/C(=C/c2cccc(F)c2)CSc2sccc21
  -11%, 0%, -24%[46.1 µM], -32%, -9%, -5%, 8%, -1.0%
O=C(Nc1nc2ccccc2s1)c1cc2c(s1)-c1ccccc1OC2
  -20%, -6%, -6%[46.1 µM], 3%, 3%, 5%, ?, 8.5%

(next part)
Below each SMILES – Tau fluor cs, GAA glycogen mod, NPSR antagonist, GAA inh, GLA spleen mod, GAA spleen mod, ALDH1A1 block, Epigenetic reg
COc1ccc(O)c(C(=O)CC(=O)c2ccccc2C)c1
  -12%, -8%, 8%, -1%, -4%, -2%, 1%, 1.1%
C#CCn1c(=NC(=O)c2ccc(Br)s2)sc2cccc(OC)c21
  -15%, 2%, ?, 1%, -6%, -4%, 16%, 0.0%
Cc1cc(C)c(C)c(S(=O)(=O)Nc2ccc(O)cc2)c1C
  -16%, ?, -15%[46.1 µM], -4%, 5%, 6%, -7%, 0.9%
CCn1c2ccccc2c2cc(NC(=O)COc3ccccc3OC)ccc21
  ?, 0%, 0%, -4%, 6%, 10%, -15%, 2.0%
Cc1ccc(C)n1NC(=O)c1ccc([N+](=O)[O-])cc1
  -18%, 23%, 6%, -6%, -1%, -3%, -3%, -0.1%
CN=C(Nc1ccc(Cl)cc1)c1cccc(C(F)(F)F)c1
  -4%, -1%, -18%[46.1 µM], -2%, -1%, -9%, 7%, 0.0%
CC(C)(C)NC(=O)C(c1ccccc1F)N(Cc1ccco1)C(=O)c1csnn1 (stereo unspecified)
  -6%, -10%, -4%[46.1 µM], -10%, 6%, 5%, 15%, -10%
CCOC(=O)C1(CCOc2ccccc2)CCN(Cc2ccc(COC)o2)CC1
  0%, 7%, 2%, /, 0%, 1%, 11%, -0.2%
CC(=O)Nc1ccc(Nc2ncc([N+](=O)[O-])c(Nc3ccc(NC(C)=O)cc3)n2)cc1
  -30%, -3%, -9%[46.1 µM], -4%, -11%, -2%, 5%, -1.4%
COc1ccc(C(=O)Nc2ccc(NC(=O)C(C)C)nc2)cc1
  7%, 8%, -11%, 10%, -6%, -2%, ?, 2.1%
